High-throughput results from PubChem BioAssay.
m5-HT2A agonist – mouse Htr2a agonists via beta-arrestin recruitment, primary screen, cell-based, luminescence; 5-hydroxytryptamine receptor 2A (Mus musculus), P35363; CHO-K1 mHTR2A beta-arrestin complementation; percent of 30 µM serotonin response; activation, % at 7.6 µM; 360,000 tested, 0.66% active;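 active = activation above a run cutoff, the mean activation of all tested compounds plus 3 SD, cut at about 14% in these data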;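 note: 0% = plate median of compound wells and 100% = 30 µM serotonin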
Target sequence (P35363 whole entry, looked up): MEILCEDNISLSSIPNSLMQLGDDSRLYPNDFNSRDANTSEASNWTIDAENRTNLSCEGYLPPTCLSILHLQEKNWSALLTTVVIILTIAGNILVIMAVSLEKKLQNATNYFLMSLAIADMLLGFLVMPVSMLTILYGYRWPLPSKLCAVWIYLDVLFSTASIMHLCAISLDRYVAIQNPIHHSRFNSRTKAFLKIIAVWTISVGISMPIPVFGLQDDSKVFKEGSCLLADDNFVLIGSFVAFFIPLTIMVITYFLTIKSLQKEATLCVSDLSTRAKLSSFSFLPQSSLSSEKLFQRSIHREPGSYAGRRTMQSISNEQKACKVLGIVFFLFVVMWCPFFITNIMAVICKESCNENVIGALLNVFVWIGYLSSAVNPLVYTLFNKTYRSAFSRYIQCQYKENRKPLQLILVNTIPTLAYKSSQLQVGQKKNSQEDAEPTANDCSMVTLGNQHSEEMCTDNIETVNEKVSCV
Peg3 promoter – Peg3 promoter-driven luciferase inhibitors, primary screen, cell-based, HeLa, luciferase luminescence; HeLa PEG-Prom luciferase reporter, overnight; inhibition, % at 20 µM; 360,000 tested, 1.7% active;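 active = inhibition of at least 50% at 20 µM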
NR2E3 ag-1 – NR2E3 agonists in two-hybrid cells, primary screen, cell-based, luminescence, CHO-S, Gal4-NCOR/VP16-NR2E3; luciferase; inhibition of corepressor binding, % at 3.98 µM; AID 602229, 2012; 360,000 tested, 0.35% active; Photoreceptor-specific nuclear receptor (Homo sapiens), Q9Y5X4;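 active = inhibition above the mean of all tested compounds plus 3 SD, cut at about 70% in these data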;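 note: 0% = DMSO with NR2E3 transfected cells and 100% = cells lacking NR2E3 construct; higher means lower luciferase signal from less NR2E3 corepressor binding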
Target sequence (Q9Y5X4 whole entry, looked up, the tested form may be a part): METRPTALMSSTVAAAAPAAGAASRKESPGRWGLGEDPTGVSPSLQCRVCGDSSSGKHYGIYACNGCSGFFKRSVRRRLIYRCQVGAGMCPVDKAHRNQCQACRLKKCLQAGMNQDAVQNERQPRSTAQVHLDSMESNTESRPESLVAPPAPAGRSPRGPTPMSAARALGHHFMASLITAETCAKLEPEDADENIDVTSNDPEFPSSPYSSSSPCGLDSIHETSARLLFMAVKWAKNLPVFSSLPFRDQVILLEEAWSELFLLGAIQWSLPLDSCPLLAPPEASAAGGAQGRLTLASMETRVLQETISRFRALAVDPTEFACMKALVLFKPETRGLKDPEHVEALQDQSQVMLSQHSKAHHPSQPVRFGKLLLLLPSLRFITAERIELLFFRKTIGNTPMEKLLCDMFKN
iPSC survival up – enhancers of single-cell hiPSC survival, primary screen, ATPlite luminescence; 100% = ROCK inhibitor wells, 0% = DMSO; survival enhancement, % at 20 µM; 360,000 tested, 0.044% active; AID 602274, 2012; in the data active = survival enhancement above about 18%;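 note: cells exposed to compounds for 16 hours before the ATP read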
CaV13 FRET inh – Primary screen for inhibitors of IQ motif and Ca2+-dependent inactivation inhibitor domain binding in CACNA1D, Förster resonance energy transfer in living cells, …. HEK cells, CFP/YFP FRET ICDI-IQ, plate reader, 10 min; percent FRET-ratio fall versus neutral wells. 340,000 tested, 0.098% active. inhibition, % at 12.3 µM. AID 743397;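 active = mean replicate inhibition of at least 30% and at least 1% of replicates passing that level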;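 note: 0% = median of the neutral control wells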
NR2E3 ag-2 – inhibitors of NR2E3-RetCOR corepressor binding, primary screen, NR2E3 agonist project, biochemical, TR-FRET, GST-NR2E3, biotin-RetCOR | Photoreceptor-specific nuclear receptor (Homo sapiens), Q9Y5X4 | 1536-well | inhibition of corepressor binding, % at 4.78 µM | 320,000 tested, 0.12% active | AID 2300, 2010;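 active = percent inhibition above the cutoff of mean plus 3 SD of all tested compounds, set per screening campaign, cut at about 20% in these data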;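 note: 0% = DMSO wells and 100% = biotin wells as full block of FRET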
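Test system – NR2E3–RetCOR corepressor complex · Quantity – NR2E3 fusion 1.35 nM · Buffer or medium – Tris pH 7.5 · Incubation – Compound–protein incubation for 5 h at 4 °C · Technique – TR-FRET, Eu(K)-anti-GST donor, streptavidin-D2 acceptor, ex 340, em 617/671 nm · Evaluation – percent inhibition of 671/617 nm emission ratio versus biotin and DMSO controls · Plate – 1536-well format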
Cardio protect – cardioprotection against H2O2-induced cell death, primary screen, uHTS, H9c2 cells, ATPLite luminescence | H9c2 cardiomyocytes, H2O2 injury protection, 2 h | protection from H2O2 cell death, % at 20 µM | 360,000 tested, 0.63% active | AID 588492, 2011;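 active = compounds giving at least 50% protection of heart cells from peroxide-induced death in the single-dose screen, raw or plate-pattern-corrected value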;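 note: 0% = DMSO wells with peroxide and 100% = DMSO wells without peroxide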
PDI inh – inhibitors of human PDI, primary screen, biochemical, turbidity, single point, plate reader; PDI insulin aggregation turbidity, A650, 90 min; inhibition, % at 10 µM; 350,000 tested, 0.052% active;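 active = mean inhibition across replicates of 30% or more, whatever share of single replicates reach that level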;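 note: absorbance from insulin aggregation driven by PDI reduction with DTT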
MITF TRPM1 inh – inhibitors of MITF-dependent TRPM1 promoter reporter, primary screen, cell-based, SK-MEL-5, single point, luciferase. inhibition, % at 12.5 µM. 330,000 tested, 0.83% active. SK-MEL-5 TRPM1 promoter luciferase, 24 h;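 active = mean inhibition across replicates of 60% or more, whatever share of single replicates reaches that level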; note: values of inactives mirror those of a sister screen read the other way
HIF-2a inh – HIF-2a reporter inhibitors, primary screen, luminescence, 786-0 RCC cells; inhibition, % at 18.8 µM; AID 624352, 2012; 786-0 RCC cells HIF-2a reporter, luciferase luminescence, overnight; 360,000 tested, 0.72% active;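 active = inhibition of the luminescence signal of 40% or more relative to plate controls, in a single-dose primary screen at 18.75 µM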
Shn3 3UTR inh – reduction of Shn3 3'UTR firefly luciferase signal, primary screen, Schnurri-3 inhibitor project, cell-based, Clone20 osteoblasts, set 2; Clone20 osteoblast Shn3 3'UTR firefly luciferase, 24 h; AID 588674, 2011; inhibition, % at 12.5 µM; 360,000 tested, 0.52% active;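 active = mean inhibition of at least 75% with every replicate also reaching 75%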;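 note: 0% = median of neutral control wells and 100% = pilot-screen positive control compound; some compounds past the cut are filed as inactive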
Numbers without * were called inactive; x = not tested or not shown.

no.	Structure	m5-HT2A agonist	Peg3 promoter	NR2E3 ag-1	iPSC survival up	CaV13 FRET inh	NR2E3 ag-2
1	Cc1cc(C)c2c(=O)[nH]c(SCc3ccccc3C)nc2n1	-1	4	-20	-0.8	7	-1
2	O=C(N1CCOCC1)N1CCC(n2nnc3cc(F)ccc32)CC1	-2	8	0	0.3	x	1
3	Cn1c(=O)c2c(nc(OCC3COC(C)(C)O3)n2Cc2ccccc2F)n(C)c1=O (centres undefined)	-3	7	-10	-1.4	-7	-1
4	Oc1ccc(/C=C/c2ccnc3ccccc23)cc1	-4	-142	-13	-0.8	-7	-1
5	O=C(Cc1ccccc1)Nc1ccc(NC(=O)c2cccs2)cc1Cl	2	-27	-15	-0.4	-4	-5
6	COc1ccccc1C(=O)NCC(=O)N/N=C/c1ccc2c(c1)OCO2	3	-42	5	-0.1	-3	2
7	COC(=O)c1cnc(NC(=O)C2(C)CCN2C(=O)C(C)C)s1 (centres undefined)	-5	-11	-25	-2.3	-6	x
8	COc1cc(C#N)ccc1OC(=O)c1cccc(S(=O)(=O)N2CCN(C)CC2)c1	18*	5	6	0.4	-1	4

no.	Cardio protect	PDI inh	MITF TRPM1 inh	HIF-2a inh	Shn3 3UTR inh
1	11	-23	-5	14	-3
2	14	3	2	13	0
3	7	0	-6	11	16
4	-8	6	-14	-172	-14
5	4	5	-2	-47	-23
6	-8	-5	-18	-112	-6
7	2	2	x	0	-26
8	1	0	0	2	-14

Gathered by group: the compounds so far with fluorine (2)
no.	Structure	m5-HT2A agonist	Peg3 promoter	NR2E3 ag-1	iPSC survival up	CaV13 FRET inh	NR2E3 ag-2
2	O=C(N1CCOCC1)N1CCC(n2nnc3cc(F)ccc32)CC1	-2	8	0	0.3	x	1
3	Cn1c(=O)c2c(nc(OCC3COC(C)(C)O3)n2Cc2ccccc2F)n(C)c1=O (centres undefined)	-3	7	-10	-1.4	-7	-1

no.	Cardio protect	PDI inh	MITF TRPM1 inh	HIF-2a inh	Shn3 3UTR inh
2	14	3	2	13	0
3	7	0	-6	11	16

Remaining list, next part
no.	Structure	m5-HT2A agonist	Peg3 promoter	NR2E3 ag-1	iPSC survival up	CaV13 FRET inh	NR2E3 ag-2
9	CCOC(=O)C1(C)CCN1C(=O)c1ccccc1 (centres undefined)	0	4	-8	-2.0	-10	x
10	O=C(O)Cc1ccc(NC(=O)Nc2ccc(Br)cc2)cc1	3	-15	-13	0.0	3	4
11	COc1cc2cc[n+](Cc3ccc([N+](=O)[O-])cc3)cc2cc1OC	3	-4	11	-0.5	-2	1
12	O=C(NCC1CCCO1)c1ccc(Oc2ccc([N+](=O)[O-])cc2Cl)cc1 (centres undefined)	0	0	23	-1.6	4	3
13	COc1ccc(-c2noc3c2-c2nc(-c4ccc(Cl)cc4)sc2CC3)cc1	2	-12	-15	1.5	-10	0
14	CC1(C2CC2)NC(=O)N(CC(=O)Nc2ccc(OC(F)F)cc2)C1=O (centres undefined)	2	1	-22	6.4	-6	x
15	CCOc1cc(/C=C(\C#N)C(=O)Nc2cccc(C(=O)O)c2)ccc1OCc1ccccc1Cl	-5	21	-9	-0.3	-5	0
16	CC1CC(C)CN(CCCNC(=O)CN2C(=O)CSc3ccc(S(=O)(=O)N4CCOCC4)cc32)C1 (centres undefined)	-3	-2	-20	-0.3	-6	0

no.	Cardio protect	PDI inh	MITF TRPM1 inh	HIF-2a inh	Shn3 3UTR inh
9	0	3	x	9	-22
10	-4	1	-2	-19	5
11	5	3	6	8	-71
12	5	-13	2	19	-8
13	-11	0	-3	-33	15
14	2	-2	x	0	-4
15	3	4	3	4	-4
16	3	-1	-1	9	0

Next results
no.	Structure	m5-HT2A agonist	Peg3 promoter	NR2E3 ag-1	iPSC survival up	CaV13 FRET inh	NR2E3 ag-2
17	O=C(OCC(=O)N1CCCC1)c1ccc(OC(F)(F)F)cc1	-3	-27	3	0.3	0	0
18	COc1cccc(-c2c(C#N)c(N)nc3c2c(C)nn3-c2ccccc2)c1O	-1	40	5	1.0	-3	-1
19	Cc1ccc(OCC(=O)N(C)C2CCCCC2)c([N+](=O)[O-])n1	3	-2	-8	-2.5	-10	x
20	Cc1ccc2nc(-c3ccc(NC(=O)CSc4nc(N)cc(=O)[nH]4)cc3)sc2c1	-2	-395	-141	0.4	-3	0
21	CCN(C(=O)c1ccc(=O)[nH]c1)c1c(N)n(Cc2ccccc2)c(=O)[nH]c1=O	4	13	-1	1.0	-17	4
22	CO/N=C/NC(=O)c1c(OC)ccnc1Oc1ccccc1	-2	9	14	1.5	-9	0
23	CN1CCN(C(=O)c2cccc(-c3cnc4cnc(-c5ccccc5Oc5ccccc5)cn34)c2)CC1	-5	21	49	-1.3	-5	x
24	Cn1nnnc1SCc1ccc(CSc2nnnn2C)cc1	4	1	-5	1.1	7	0

no.	Cardio protect	PDI inh	MITF TRPM1 inh	HIF-2a inh	Shn3 3UTR inh
17	-5	7	-5	1	-45
18	2	-8	6	22	9
19	-3	-2	12	-1	-17
20	-8	6	-71	-291	-32
21	1	1	8	9	-12
22	3	2	11	-11	-3
23	17	4	x	11	73
24	-1	-1	0	0	10

Further entries.
no.	Structure	m5-HT2A agonist	Peg3 promoter	NR2E3 ag-1	iPSC survival up	CaV13 FRET inh	NR2E3 ag-2
25	CN1CCN(C(=O)N2CCNC2=O)CC1	1	-8	0	-0.8	-4	-1
26	COc1ccccc1/C=C1\SC(=O)N(CCC(=O)N(C)C2CCS(=O)(=O)C2)C1=O (centres undefined)	3	-59	-3	0.2	-4	-3
27	CCc1ccc(CC(=S)N2CCOCC2)cc1	-4	-28	-27	0.2	-3	0
28	CCOc1ccccc1N1CCN(C(=S)Nc2ccc(S(N)(=O)=O)cc2)CC1	-2	23	-10	0.2	-2	3
29	O=C(NC1CCCC1)c1cccc2c1C(=O)c1ccc(Cl)cc1S2(=O)=O	-4	-7	-15	2.2	-11	0
30	CCCC(=O)NC(c1ccc2c(c1)OCO2)c1cc(Cl)c2cccnc2c1O (centres undefined)	-4	55*	-16	0.4	x	3
31	CCCCNC(=O)CO/N=C(\C)c1cc2ccccc2o1	-10	-139	-33	-1.6	-12	-2
32	N/C(CCS(=O)(=O)c1ccc(Cl)cc1)=N\OC(=O)c1ccccc1C(F)(F)F	0	47	-21	0.9	0	6

no.	Cardio protect	PDI inh	MITF TRPM1 inh	HIF-2a inh	Shn3 3UTR inh
25	2	8	-10	10	2
26	-7	-7	2	-70	-1
27	8	-9	-6	-49	-30
28	-7	-1	7	4	37
29	-2	0	5	5	5
30	48	1	31	3	87*
31	0	8	-47	-135	-7
32	-2	-4	9	16	-18

(continued)
no.	Structure	m5-HT2A agonist	Peg3 promoter	NR2E3 ag-1	iPSC survival up	CaV13 FRET inh	NR2E3 ag-2
33	Cn1c(=O)[nH]c(=O)c2c1nc(SCCO)n2CC(O)COc1ccccc1 (centres undefined)	1	4	-17	2.1	-2	3
34	CC1CC(C)CN(C(=O)c2ccc3c(=O)n(Cc4ccc5c(c4)OCO5)c(=S)[nH]c3c2)C1 (centres undefined)	1	6	8	-1.1	-5	2
35	Cc1cc(OCC(=O)Nc2ccccc2C)no1	-3	0	-25	-1.2	-4	3
36	Cc1cc(Cn2nc(C(=O)NCc3cccc(C(F)(F)F)c3)cc2-c2ccccc2)on1	-5	-5	-12	-0.5	-10	-3
37	CC1(C)CC(=O)C(CSC(=O)c2ccccc2)C(=O)C1	9	-6	4	0.9	-17	x
38	N#CC1=C(C=Nc2ccccc2O)CCC1	4	-5	-6	0.4	-4	-1
39	O=C(CSc1ncn[nH]1)Nc1ccc2c(c1)CCC2	2	-31	-56	2.5	-14	-1
40	CCc1nc2ccc(C(=O)N3CCN(S(=O)(=O)CC)CC3)cn2c1N(C)Cc1cccs1	17*	-1	12	-1.1	-5	x

no.	Cardio protect	PDI inh	MITF TRPM1 inh	HIF-2a inh	Shn3 3UTR inh
33	1	6	-1	8	-3
34	-6	-9	-11	30	33
35	5	7	14	8	11
36	-4	18	1	16	22
37	-3	0	x	13	-13
38	11	2	4	9	15
39	-1	0	-10	-40	3
40	-1	4	x	6	-4

Carrying on:
no.	Structure	m5-HT2A agonist	Peg3 promoter	NR2E3 ag-1	iPSC survival up	CaV13 FRET inh	NR2E3 ag-2
41	Cc1ccc(C(C)C)c(O)c1C(=O)O	0	-30	-27	-1.1	-4	x
42	Cc1ccc(CNC(=S)Nc2ccc(NS(=O)(=O)c3ccc(C)cc3)cc2)cc1	-4	21	2	-0.4	-10	x
43	CCC(Sc1nc(=O)cc(N)n1-c1cccc(C)c1)C(=O)Nc1cc(C)on1 (centres undefined)	1	14	19	0.2	x	5
44	CCOC(=O)c1c(S(=O)(=O)Nc2cccc(Cl)c2)c(C)n(C)c1C	-7	7	22	1.7	-7	5
45	CC(=O)c1c(C)[nH]c(C(=O)OCC(=O)N2CCCC2=O)c1C	3	10	-7	2.4	-2	-1
46	CC(NC(=O)C1CCCN1C(=O)c1cccs1)c1ccc(Cl)cc1Cl (centres undefined)	0	8	-23	2.5	-11	x
47	CCc1nc2c(OCc3ccc(C#N)cc3)cccn2c1N(C)C(=O)c1ccc(C)cc1	-5	16	6	2.6	-7	x
48	O=S(=O)(Cc1ccccc1)c1cnc2ccccc2n1	3	33	-16	-0.1	x	8

no.	Cardio protect	PDI inh	MITF TRPM1 inh	HIF-2a inh	Shn3 3UTR inh
41	4	7	0	-21	10
42	-9	-4	9	6	31
43	0	3	20	-21	-15
44	-6	-7	-1	6	9
45	-1	-13	4	-18	5
46	4	0	x	11	6
47	2	-2	x	12	12
48	-5	-7	-4	6	-18

Of the compounds above, 3 contain a CF3 group:
no.	Structure	m5-HT2A agonist	Peg3 promoter	NR2E3 ag-1	iPSC survival up	CaV13 FRET inh	NR2E3 ag-2
17	O=C(OCC(=O)N1CCCC1)c1ccc(OC(F)(F)F)cc1	-3	-27	3	0.3	0	0
32	N/C(CCS(=O)(=O)c1ccc(Cl)cc1)=N\OC(=O)c1ccccc1C(F)(F)F	0	47	-21	0.9	0	6
36	Cc1cc(Cn2nc(C(=O)NCc3cccc(C(F)(F)F)c3)cc2-c2ccccc2)on1	-5	-5	-12	-0.5	-10	-3

no.	Cardio protect	PDI inh	MITF TRPM1 inh	HIF-2a inh	Shn3 3UTR inh
17	-5	7	-5	1	-45
32	-2	-4	9	16	-18
36	-4	18	1	16	22
